From PubChem BioAssay
IDE cell activ – IDE (human) activation, cell-based; HEK cells, FAbeta-B cleavage, fluorescence polarization; 0% vehicle, 100% cell-free pure enzyme wells; activation, % at 5.96 µM; 0.073% of 340,000 active; AID 493087;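 active = activation above the mean of all tested compounds plus 3 SD, set per screening campaign, cut at about 17% in these data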
NS3 helicase inh – inhibitors of Hepatitis C virus NS3 helicase; 0.56% of 290,000 active; NS3 helicase DNA unwinding, Cy5 molecular beacon fluorescence; inhibition, % at 10.9 µM;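 active = inhibition above the mean of all tested compounds plus 3 SD, set per campaign, cut at about 35% in these data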;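 also: 0% = DMSO wells and 100% = thioflavine S control wells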
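Material: hepatitis C virus NS3 helicase domain fragment enzyme; measured by: Cy5 fluorescence, 0 and 60 min reads; control set: DMSO and thioflavine S; incubation: 60 min unwinding reaction at 25 °C after ATP addition; read-out basis: % inhibition from 60/0 min fluorescence ratio, DMSO 0%, thioflavine S 100%; repeats: singlicate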
UBC9 SUMO inh – SUMOylation inhibition; P63279; HTRF SUMOylation assay, SAE1/SAE2 + UBC9, in vitro; inhibition, % at 35 µM; 0.36% of 290,000 active; in the data active = inhibition above about 50%, passing the limit was not always enough; also: strong numbers were not always called active
IMP-1 inh – blocks Pseudomonas aeruginosa IMP-1 metallo-beta-lactamase. AID 1556. purified IMP-1, nitrocefin hydrolysis, epi-absorbance fluorescence. 0.45% of 290,000 active. inhibition, % at 5.6 µM;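 active = inhibition above the mean plus 3 SD of all compounds in the same screening run, cut at about 4.5% in these data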;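 also: 0% = IMP-1 with DMSO and 100% = DMSO wells lacking enzyme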
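Assay system: purified recombinant IMP-1 beta-lactamase. Input: IMP-1 0.2 nM before substrate addition. Buffer or medium: Zinc- and detergent-supplemented HEPES buffer, pH 7.1. Schedule: 25 °C, 15 min preincubation, 25 min reaction. Signal: Epi-absorbance fluorescence, 480 nm excitation, 530 nm emission. Evaluation: percent inhibition from optical density relative to buffer-blank wells.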
IDE cell inh – inhibitors of human insulin-degrading enzyme in cells; P14735; HEK cells, FAbetaB cleavage, fluorescence polarization; inhibition, % at 5.59 µM; 0.41% of 320,000 active; AID 434962;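 active = percent inhibition above the average of all tested compounds plus 3 SD, set per screening campaign, cut at about 16% in these data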;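 also: IDE supplied by intact live HEK cells; FP after avidin binding of uncleaved biotin substrate so inhibition keeps polarization high; 0% = DMSO wells and 100% = 60 µM reference IDE inhibitor Ii1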
VIM-2 inh – blocks Pseudomonas aeruginosa VIM-2 metallo-beta-lactamase; purified VIM-2, nitrocefin hydrolysis, epi-absorbance fluorescence; inhibition, % at 5.6 µM; 0.89% of 290,000 active;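 active = inhibition above the mean of all tested compounds plus 3 SD, cutoff set per screening run, cut at about 7.5% in these data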;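 also: red hydrolysis product quenches plate fluorescence so inhibitors raise well fluorescence; 0% = enzyme with DMSO and 100% = DMSO without enzyme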
GalR3 antag – human GalR3 antagonism | O60755 | HEK293 GalR3-CNG cAMP membrane potential fluorescence; galR3 body fused to GalR1 C-terminus | inhibition, % at 3 µM | 0.44% of 360,000 active | AID 651719;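 active = inhibition above the screen-wide average plus 3 SD, cut at about 13% in these data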;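 also: forskolin and galanin both at EC90 stimulate the cells; cAMP rise reported by CNG channel membrane potential dye signal; 0% = forskolin plus galanin with DMSO and 100% = forskolin alone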
p-CIP stab down – compounds decreasing mouse p/CIP protein stability. Q05BA5. F442A p/CIP-EGFP cells, EGFP fluorescence, 16 h. decrease of EGFP signal, % at 10 µM. 0.01% of 290,000 active;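 active = EGFP signal decrease of at least 30% at 10 µM or well 3 SD below plate mean, unless failing retest; inactive = the rest, including hits failing retest or dose response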; also: some compounds called inactive have numbers as strong as hits; many of its hits are not listed in these tables
Target sequence (Q05BA5 1-1403): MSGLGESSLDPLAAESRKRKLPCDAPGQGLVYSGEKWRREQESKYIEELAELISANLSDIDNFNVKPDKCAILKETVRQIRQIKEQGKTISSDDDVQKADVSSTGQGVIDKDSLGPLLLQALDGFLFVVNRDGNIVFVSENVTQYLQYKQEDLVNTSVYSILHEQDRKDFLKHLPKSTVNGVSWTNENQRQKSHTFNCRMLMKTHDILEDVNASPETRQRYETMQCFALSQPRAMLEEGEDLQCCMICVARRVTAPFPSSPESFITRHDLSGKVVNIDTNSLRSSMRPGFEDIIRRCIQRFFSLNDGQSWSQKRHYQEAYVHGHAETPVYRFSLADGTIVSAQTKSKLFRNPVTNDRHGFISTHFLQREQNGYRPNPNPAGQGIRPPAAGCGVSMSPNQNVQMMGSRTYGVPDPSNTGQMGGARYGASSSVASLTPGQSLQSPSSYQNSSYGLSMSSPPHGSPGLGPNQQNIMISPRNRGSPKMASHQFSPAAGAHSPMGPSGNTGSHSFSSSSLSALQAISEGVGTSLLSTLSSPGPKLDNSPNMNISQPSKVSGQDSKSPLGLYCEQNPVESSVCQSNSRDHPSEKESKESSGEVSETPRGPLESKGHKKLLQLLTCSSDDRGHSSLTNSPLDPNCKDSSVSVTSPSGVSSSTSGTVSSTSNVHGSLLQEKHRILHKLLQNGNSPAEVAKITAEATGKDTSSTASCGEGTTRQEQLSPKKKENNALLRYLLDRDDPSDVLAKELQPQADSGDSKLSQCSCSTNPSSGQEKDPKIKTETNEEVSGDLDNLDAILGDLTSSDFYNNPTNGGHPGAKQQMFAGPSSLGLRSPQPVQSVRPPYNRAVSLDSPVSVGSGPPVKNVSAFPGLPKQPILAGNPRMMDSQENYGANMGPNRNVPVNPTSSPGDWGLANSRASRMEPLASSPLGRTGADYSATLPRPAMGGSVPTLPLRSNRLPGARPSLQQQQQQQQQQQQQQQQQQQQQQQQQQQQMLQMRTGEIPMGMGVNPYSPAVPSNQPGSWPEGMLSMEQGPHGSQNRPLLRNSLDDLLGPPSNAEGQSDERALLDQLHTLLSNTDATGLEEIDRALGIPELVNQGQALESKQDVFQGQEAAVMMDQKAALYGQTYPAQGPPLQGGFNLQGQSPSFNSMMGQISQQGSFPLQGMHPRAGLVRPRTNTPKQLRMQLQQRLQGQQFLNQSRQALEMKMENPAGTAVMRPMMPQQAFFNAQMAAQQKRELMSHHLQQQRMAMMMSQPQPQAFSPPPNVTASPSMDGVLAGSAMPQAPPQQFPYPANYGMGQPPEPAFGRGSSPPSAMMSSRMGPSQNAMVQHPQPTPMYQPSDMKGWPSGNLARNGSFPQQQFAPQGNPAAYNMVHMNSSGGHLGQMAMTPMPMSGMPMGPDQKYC
CRFBP-R2 block – antagonists of CRF-binding protein/CRF-R2 receptor complex; HEK293 CRF-R2/CRF-BP, CRF-induced calcium fluorescence; inhibition, % at 11.8 µM; 0.59% of 350,000 active; AID 588475;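 active = inhibition of the ligand-induced calcium signal above about 50% at the single tested concentration, limit read from the data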
* hit, by the source's call; . = not tested or not shown.

Every second line gives: VIM-2 inh, IDE cell activ, NS3 helicase inh, GalR3 antag, IDE cell inh, CRFBP-R2 block, UBC9 SUMO inh, p-CIP stab down, IMP-1 inh
> CCCCN(Cc1ccccc1)S(=O)(=O)c1cc(Br)cc2c1N(C(C)=O)C(C)C2 (centres undefined)
    0.9, 1, -5, -5, 1, 45, -11, 2, -1.5
> O=C(c1ccccc1)N1CCN(C(=O)c2ccc3c(c2)OCO3)CC1
    -5.8, 3, -5, -8, 4, -1, -16, 1, -1.8
> O=C(CCNS(=O)(=O)c1ccc(Br)cc1)NCc1ccc(F)cc1
    -1.7, 0, 1, -1, -1, -2, -5, 6, -2.0
> CC(CC(=O)NC1CCCCC1)S(=O)(=O)c1ccc2c(c1)CCN2C(=O)C1CC1 (centres undefined)
    -7.1, 1, 0, 3, 5, -12, 4, 2, -5.0
> COc1ccc2nc(C)cc(N/N=C/c3ccc(F)cc3)c2c1
    8.6*, 4, -43, -7, -1, -9, -14, -10, -4.3
> CCCC(=O)N(Cc1cc(=O)[nH]c2ccccc12)c1ccccc1
    -2.2, -1, 5, -4, 4, 7, -17, 2, -1.7
> Cc1c(CC=C(Cl)Cl)c(=O)[nH]c2c(C)cccc12
    -1.5, -4, 7, -3, 3, -7, 14, -13, -3.5
> COc1ccccc1NC(=O)Cn1cnc2c(nnn2-c2ccc(C)cc2)c1=O
    -2.2, 1, -6, 0, -5, -13, 9, -6, -0.5
> Cc1ccccc1OCC(O)Cn1c(Br)nc2c1c(=O)[nH]c(=O)n2C (centres undefined)
    -2.6, 4, -3, -1, -5, 21, 5, 1, -4.0
> NS(=O)(=O)c1cc2c(cc1C(F)(F)F)NCNS2(=O)=O
    -1.0, -2, -3, -3, 1, -7, 18, -13, -2.9
> CCCN(CCC)C(=O)Cc1ccc(F)cc1
    -1.0, 0, -2, 7, 3, 12, 3, -12, -1.4
> COc1cnc(SC)nc1Nc1ccc(C#N)cc1
    9.1*, -1, 0, 8, -1, 7, 34, 3, -2.9
> Cc1cc2oc(C(=O)NCc3ccc(S(N)(=O)=O)cc3)c(C)c2cc1C
    -2.4, 0, 3, -5, 0, -16, 36, 0, -0.5
> COc1ccc(OCC(=O)N(Cc2sccc2C)C2CCS(=O)(=O)C2)cc1 (centres undefined)
    -3.1, 1, 2, 2, 5, 5, 6, -6, -6.5
> Cc1ccc(C(=O)NCC(=O)OC(C)C(=O)NC2CCCCC2C)cc1C (centres undefined)
    ., 3, ., -4, -9, 0, ., ., .
> CCSc1nc2c(c(=O)[nH]1)C(c1ccncc1)C(C(=O)OC)=C(C)N2 (centres undefined)
    2.6, 4, -3, 0, 0, 5, 22, -11, 0.0
> COC(=O)Cn1c(SCc2ccccc2)nc2ccccc21
    -2.1, 9, 0, -2, 1, 4, 6, 1, -4.7
> O=C(CCC(=O)N(CC(=O)NC1CCCCC1)c1ccc(F)cc1)Nc1nccs1
    -2.3, 0, 2, -7, 4, 11, 6, 1, -3.0
> CC1=Nn2c(nc(-c3ccccc3)c2-c2ccccc2)N(CC(N)=O)C(=O)C1
    -1.1, -2, -6, 3, 3, 0, 11, 2, -2.6
> CCOC(=O)c1sc(N)c(C#N)c1CSc1nc2ccc(C)cc2[nH]1
    -2.8, -2, -9, -3, -3, 12, 17, -28, -6.3
> O=C(CCCC(=O)N(c1cccc(F)c1)C(C(=O)NC1CCCC1)c1ccc(O)cc1)Nc1ccccn1 (centres undefined)
    -3.2, -5, 5, -9, 5, 4, -17, -11, -5.3
> COc1ccc(S(=O)(=O)N(CC(=O)NCc2ccco2)c2ccccc2OC)cc1
    -2.5, 2, 5, -6, 4, -11, 8, -4, -3.0
> CCC1CN(C(=O)NCc2ccc(C)cc2)c2ccccc2O1 (centres undefined)
    -0.2, 0, -17, -10, ., 13, -12, -6, -1.5
> CCCCCCCC1CC(=O)C=C(C)C1C(=O)OCC (centres undefined)
    0.2, ., 0, -5, 3, -9, 0, -6, -1.2
> CCCn1c(N)c(C(=O)CSc2nnc(-c3cccnc3)n2-c2ccc(C)cc2C)c(=O)[nH]c1=O
    -3.7, -13, -8, -3, 10, 5, -7, 4, -4.8
> O=C(CN1C(=O)C2C3C=CC(C3)C2C1=O)Nc1nc2ccccc2[nH]1 (centres undefined)
    -3.7, -1, 5, -3, -3, -25, -3, -8, -6.0
> O=C(O)COc1ccc(/C=N/NC(=O)c2cccc3ccccc23)cc1
    -0.6, 0, 8, -8, 4, -4, -2, 6, -3.4
> CN(CC(=O)Nc1cccc(F)c1)C(=O)c1ccc(N2CCCC2)c([N+](=O)[O-])c1
    ., -2, ., -5, 7, 3, ., ., .
> O=C(CCCc1c[nH]c2ccccc12)Nc1ccc2ccccc2c1
    0.2, 2, 2, -2, 7, -10, 4, -4, -2.5
> Cc1ccc(C)c(S(=O)(=O)NCc2ccc3c(c2)OCO3)c1
    0.2, 4, -4, -6, ., -8, 5, -4, -2.6

Some of the entries so far, with the structure last:
VIM-2 inh	IDE cell activ	NS3 helicase inh	GalR3 antag	IDE cell inh	CRFBP-R2 block	UBC9 SUMO inh	p-CIP stab down	IMP-1 inh	SMILES
-1.0	0	-2	7	3	12	3	-12	-1.4	CCCN(CCC)C(=O)Cc1ccc(F)cc1
9.1*	-1	0	8	-1	7	34	3	-2.9	COc1cnc(SC)nc1Nc1ccc(C#N)cc1
-2.4	0	3	-5	0	-16	36	0	-0.5	Cc1cc2oc(C(=O)NCc3ccc(S(N)(=O)=O)cc3)c(C)c2cc1C
-3.1	1	2	2	5	5	6	-6	-6.5	COc1ccc(OCC(=O)N(Cc2sccc2C)C2CCS(=O)(=O)C2)cc1 (centres undefined)
.	3	.	-4	-9	0	.	.	.	Cc1ccc(C(=O)NCC(=O)OC(C)C(=O)NC2CCCCC2C)cc1C (centres undefined)
2.6	4	-3	0	0	5	22	-11	0.0	CCSc1nc2c(c(=O)[nH]1)C(c1ccncc1)C(C(=O)OC)=C(C)N2 (centres undefined)
-2.1	9	0	-2	1	4	6	1	-4.7	COC(=O)Cn1c(SCc2ccccc2)nc2ccccc21
-2.3	0	2	-7	4	11	6	1	-3.0	O=C(CCC(=O)N(CC(=O)NC1CCCCC1)c1ccc(F)cc1)Nc1nccs1
-1.1	-2	-6	3	3	0	11	2	-2.6	CC1=Nn2c(nc(-c3ccccc3)c2-c2ccccc2)N(CC(N)=O)C(=O)C1

Following part
Every second line gives: VIM-2 inh, IDE cell activ, NS3 helicase inh, GalR3 antag, IDE cell inh, CRFBP-R2 block, UBC9 SUMO inh, p-CIP stab down, IMP-1 inh
> Cc1ccc([N+](=O)[O-])cc1S(=O)(=O)Nc1ccc(-c2ccc(N3CCCC3)nn2)cc1
    ., -1, ., 0, 2, 5, ., ., .
> CCn1c(=O)cc(OCC(=O)N(C)c2ccccc2F)c2ccccc21
    0.3, 0, -1, 3, 3, 6, 1, -12, -3.6
> COC(=O)c1ccc(Cc2ccc(C(=O)OC)o2)o1
    -5.2, -2, 2, 1, 1, 23, 31, -2, -4.3
> Cc1ccc2c(c1)c1ncnc(N3CCc4ccccc4C3)c1n2C
    1.0, ., -9, 5, 40*, -8, 19, -17, -6.1
> CC1CCN(S(=O)(=O)N2CCC(C(=O)NCCc3ccccc3)CC2)CC1
    -2.4, 4, 4, -8, 3, -7, 6, -11, -2.7
> CN(Cc1nc2ccccc2s1)C(=O)c1ccc(F)cc1
    -1.8, -3, 4, -10, -3, -1, 7, -10, -3.4
> CCOc1cccc(N(C(=O)C2COc3ccccc3O2)C(C(=O)NC2CCCCC2)c2ccc(O)cc2)c1 (centres undefined)
    -1.6, -7, -5, 2, -4, 9, 20, -8, -1.1
> O=C(c1ccc2ncsc2c1)N1CCCC(C(F)(F)F)C1 (centres undefined)
    ., 2, ., 1, 1, 1, ., ., .
> O=C(CCCN=C1NS(=O)(=O)c2ccccc21)OCC(=O)c1ccc(Br)cc1
    -3.8, -8, -1, 1, 6, -28, 8, -7, -2.2
> COc1ccc(C)cc1NC(=O)C(OC(=O)c1ccc([N+](=O)[O-])o1)c1ccccc1 (centres undefined)
    -0.5, -1, -8, -2, -2, -15, -1, 0, -1.0
> Cc1ccc(OCCC(=O)OCC(=O)N2CC(=O)Nc3ccccc32)cc1
    ., 4, ., -4, -1, -3, ., ., .
> COc1ccc(-c2nn(C)c(=O)c3ccccc23)cc1NC(=O)COc1ccccc1
    3.2, 1, 0, 9, 5, 9, -23, -6, 3.1
> CCOC(=O)c1[nH]cnc1C(=O)Nc1ccc(C)cc1
    -2.9, 2, -2, -7, 0, 12, 23, -9, -3.4
> c1nnc2c3c4c(sc3ncn12)CCC4
    5.7, -4, -6, -8, 14, -34, 5, 3, -3.8
> O=C(CN1CCc2ccccc2C1)Nc1ccc(Br)cc1
    -0.2, 5, -7, -6, 0, -5, -8, 1, -3.7
> COc1ccccc1C(=O)Nc1ccnn1C1CCN(CCC(C)c2ccc(C)o2)CC1 (centres undefined)
    -1.5, 1, -12, -5, -2, -19, 18, -20, -4.3
> COc1cc(C2c3c(oc4ccccc4c3=O)C(=O)N2Cc2ccco2)ccc1O (centres undefined)
    -2.1, 9, 1, -3, 0, -4, 7, -13, -1.5
> CCOc1ccc(/C=C/C(=O)NCc2ccccc2)cc1
    -3.0, 3, -3, -5, 4, 38, -5, -2, -2.9
> CCCC(=O)NC(NC(=S)Nc1ccc(N=Nc2ccccc2)cc1)C(Cl)(Cl)Cl (centres undefined)
    -2.5, 4, 1, 0, 2, 15, 16, -4, -3.4
> CCOc1ccc(NC(=O)c2ccccc2NC(=O)CNC2CCCC(C)C2C)cc1 (centres undefined)
    ., 4, ., -6, -6, -7, ., ., .
> O=C(Nc1cccc(C(F)(F)F)c1)C1CCN(S(=O)(=O)c2cnc[nH]2)CC1
    1.4, -1, -2, 5, -5, 7, -11, 9, -0.4
> CCN1C=C(C(=O)OC)C(c2cccc(C)c2)C(C(=O)OC)=C1
    -3.4, 2, 4, -5, 4, 7, 22, -16, -3.9
> CCOc1ccc(C(=O)NCCc2ccc3c(c2)OCCO3)cc1
    -2.9, -2, 1, -6, -1, -4, 11, -10, -3.0
> COc1ccc(CNC(=O)C2CC(O)CN2C(=O)Nc2ccccc2)cc1 (centres undefined)
    -1.3, 6, 21, -8, ., -2, 1, 3, -1.7
> NC1=NC(c2cccc(O)c2)n2c(nc3ccccc32)N1 (centres undefined)
    -0.2, 2, -5, -3, -4, 26, -2, -4, -4.3
> O=C(CSc1ccccc1C(=O)O)NCc1ccc(Cl)cc1
    -1.9, -2, -2, 1, 0, -10, 10, -11, -2.6
> O=C(NNc1c2ccccc2nc2ccccc12)c1ccc(O)cc1
    -1.4, -1, 9, -4, 3, 42, -6, -2, -6.1
